High-throughput results (PubChem BioAssay)
mcGAS lum = mouse cGAS inhibition by luminescence; recombinant cGAS, Kinase-Glo ATP depletion luminescence; inhibition, % at 12.5 µM; 160,000 tested, 0.15% active;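 further: 0% = negative control wells and 100% = reference inhibitor with no enzyme activity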
hcGAS lum = human cGAS inhibition | inhibition, % at 12.5 µM | Q8N884 | 290,000 tested, 0.081% active | recombinant h-cGAS, ATP depletion, Kinase-Glo luminescence;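 further: 0% = vehicle reaction and 100% = reaction without DNA for no activity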
Target sequence (Q8N884 whole entry, looked up): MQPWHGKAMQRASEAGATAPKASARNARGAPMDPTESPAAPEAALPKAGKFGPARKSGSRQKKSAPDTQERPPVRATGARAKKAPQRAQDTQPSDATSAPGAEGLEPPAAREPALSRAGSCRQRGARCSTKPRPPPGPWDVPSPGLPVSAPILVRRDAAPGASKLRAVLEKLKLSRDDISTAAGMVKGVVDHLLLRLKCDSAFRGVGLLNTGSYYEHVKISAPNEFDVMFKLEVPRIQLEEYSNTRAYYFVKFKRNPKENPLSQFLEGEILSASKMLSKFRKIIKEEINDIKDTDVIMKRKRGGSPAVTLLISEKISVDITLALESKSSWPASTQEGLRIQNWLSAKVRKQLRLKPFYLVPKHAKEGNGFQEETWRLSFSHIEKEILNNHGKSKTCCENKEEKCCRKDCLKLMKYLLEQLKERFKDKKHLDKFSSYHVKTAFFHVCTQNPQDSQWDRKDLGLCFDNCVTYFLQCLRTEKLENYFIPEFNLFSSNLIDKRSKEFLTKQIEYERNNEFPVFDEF
NPYLR7 agonist = activates Aedes aegypti NPYLR7 receptor. HEK293T NPYLR7/Galpha15, GCaMP6s calcium fluorescence. activation, % at 10 µM. 270,000 tested, 0.15% active. AID 1259423; in the data active means activation above about 40%;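 further: 0% = vehicle and 100% = reference agonist at the receptor; some compounds past the cut are filed as inactive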
Numbers without * were called inactive; nt = not tested or not shown; & = joins results of further samples. Unless noted, no stated cut-off is given here; in the data, active means inhibition above about 40%; inactive means the rest.

Every second line gives: mcGAS lum | hcGAS lum | NPYLR7 agonist
O=C(CCc1ccccc1Cl)c1ccccc1
    nt | -8.7 | 10.5
O=C(COc1cccc(Br)c1)Nc1ccc2c(c1)OCO2
    nt | 1.4 | -2.0
CCN(CC)C(=O)COc1coc(CN2CCc3ccccc3C2)cc1=O
    -8.1 | -6.3 | 3.4
Cc1cc(C)n(C2CCN(c3ncnc4sc5c(c34)CCNC5)C2)n1 (stereo not drawn)
    -0.7 | -0.5 | -7.7
Cc1oncc1C(=O)NC1CCN(C(=O)c2cc(Cl)c3c(c2)OCO3)CC1
    nt | -7.9 | 1.8
O=C(c1cc(COc2ccc(-n3cncn3)cc2)on1)N1CCC(c2ccncc2)CC1
    nt | -7.7&-13.4 | 0.7&-2.0
O=C(c1cn[nH]n1)N1CCC(Oc2ncccn2)CC1
    nt | 1.6 | -3.7
COc1cc2c(cc1OC)C(c1cccc(Cl)c1)N(C(=O)c1cccc(OC(C)=O)c1C)CC2 (stereo not drawn)
    -7.2 | -2.9 | 17.3
c1ccc(Oc2cccc(C3c4cccn4CCCN3Cc3ccco3)c2)cc1 (stereo not drawn)
    -4.9 | -7.7 | 9.5
COCCNC(=O)C1(C)CCN1C(=O)C/C=C/c1ccccc1 (stereo not drawn)
    nt | -3.7 | 0.6
CN1OC(C)(CC(=O)NCc2ccc(N(C)C)cc2)N=C1c1ccccc1 (stereo not drawn)
    nt | -6.2 | 6.1
CC1CCN(c2ccc(C(=O)NCC(=O)Nc3cn[nH]c3)cn2)CC1
    nt | -6.9 | 7.0
COc1ccccc1NC(=O)CCC(=O)c1ccc(SC)cc1
    -3.2 | -3.6 | -1.9
FC(F)C(F)(F)Oc1cccc(Nc2nccn3c(-c4cccc5ccccc45)cnc23)c1
    1.8 | 1.3 | -7.6
CC(C)CN1CC(OCc2cccc(F)c2)CN(C(=O)CC2NC(=O)c3ccccc32)CC1=O (stereo not drawn)
    -0.3 | 0.3 | -4.6

Later entries:
Every second line gives: mcGAS lum | hcGAS lum | NPYLR7 agonist
O=S(=O)(NCCCN1CCOCC1)c1ccc(Cl)cc1Cl
    -8.0 | -8.1 | 14.1
CCC(C)N(Cc1csc(COc2cccc(C)c2C)n1)C(=S)Nc1ccc(F)cc1 (stereo not drawn)
    -5.2 | -4.2 | nt
CN(CC1Cc2ccccc2O1)C(=O)c1ccc(-n2cc(NC(=O)c3cccnc3)cn2)cc1 (stereo not drawn)
    -13.1 | -10.1 | 0.8
CN(c1ccccc1)N1C(=O)c2ccccc2NC12CCN(C(=O)C1CCCO1)CC2 (stereo not drawn)
    nt | 10.7 | -1.1
COC(=O)c1ccc(NC(=O)CCN2CC(N3CCCCC3C)C2)cc1 (stereo not drawn)
    nt | 0.6 | 16.3
Cn1c(=O)[nH]c(=O)c2c1nc(N1CCN(Cc3c(Cl)cccc3Cl)CC1)n2Cc1ccccc1
    -0.9 | 1.9 | 0.9
COCCNC(=O)C(NC(=O)c1ccc(OC)cc1)C1CCN(C(=O)c2ccccc2OC)CC1 (stereo not drawn)
    0.4 | 1.6 | -9.4
O=C1NC(=O)C2(CCCCc3ccccc32)N1 (stereo not drawn)
    nt | 0.4 | 0.4
C=Cc1ccc(-c2csc(N)n2)cc1
    nt | -2.2 | -0.6
COc1ccc(-c2ccc3nnc(SCc4cccnc4)n3n2)cc1
    0.1 | -2.1 | -19.5
COc1ccccc1N1C(=O)c2ccccc2NC1c1cccc(C)n1 (stereo not drawn)
    nt | -7.6 | 9.5
CN(Cc1ccc(N2CCNC2=O)cc1)Cc1ccc(-n2cccn2)cc1
    -2.8 | -1.9 | 4.3
COCc1cc(CNC(=O)c2ccc3c(c2)nnn3C)[nH]n1
    nt | -1.5 | 37.7
COc1ccc(C2=CCN(S(=O)(=O)c3cc(C(N)=O)n(C)c3)CC2)cc1
    -7.5 | -4.6 | 12.9
c1ccc2c(c1)CCC(NCc1ccccc1OCC1CC1)C2 (stereo not drawn)
    nt | -4.7 | -0.1

Remaining list, next part:
Every second line gives: mcGAS lum | hcGAS lum | NPYLR7 agonist
COc1ccccc1C(=O)NC(C(=O)NCc1ncc(Cl)n1C)C(C)C (stereo not drawn)
    -10.4 | -0.3 | 7.2
CCOC(=O)C1(CC2CCCCO2)CCN(Cc2cccc3ccccc23)CC1 (stereo not drawn)
    -3.4 | -1.3 | 6.7
O=C(NC(c1ccccc1)c1ccc2ccccc2n1)C1CCN(Cc2ccc(Cl)cc2)CC1 (stereo not drawn)
    -1.9 | -4.7 | 9.4
CCCCN(CC(=O)N(CCc1c[nH]c2ccccc12)Cc1ccc(OC)cc1)C(=O)Nc1ccccc1F
    -5.9 | -5.8 | 26.7
O=C(Cn1cnnn1)NC1CCCOc2c1ccc(Cl)c2Cl (stereo not drawn)
    nt | -5.8 | -0.9
Cc1ccccc1NC(=O)N1C[C@@H](O)[C@H](NCCN2CCNC2=O)C1
    -13.4 | -6.1 | nt
CCCc1[nH]n(-c2ccc([N+](=O)[O-])cc2)c(=O)c1C=NCCN1CCN(C(C)=O)CC1
    nt | 3.6 | -16.6
Cc1sc(N2CCOCC2)nc1-c1ccc2c(c1)NC(=O)CO2
    nt | -12.0 | -16.6
CCCCN(C=O)c1c(CC)nc2ccc(C(=O)Nc3ccc(NC(C)=O)cc3)cn12
    -2.9 | -7.6 | 4.5
COc1ccc(-c2nc3ccccn3c2NC(=O)CCCCl)cc1
    -6.1 | -5.7 | -2.2
Cc1cc(C(=O)NC(C)C2CC2)c(C)n1Cc1cccs1 (stereo not drawn)
    nt | -3.1 | -23.7
Cc1cc(C(C)NC(=O)NCC(=O)N(C)CC(F)(F)F)c(C)o1 (stereo not drawn)
    nt | -9.3 | 4.7
Cc1nn(C)cc1CNC(=O)c1coc(COc2cccc3cccnc23)n1
    nt | -6.7 | 13.7
Cc1nc(SCC(=O)NN2C(=O)NC3(CCC(C)CC3)C2=O)c2c(C)c(C)sc2n1 (stereo not drawn)
    nt | -8.5 | 2.9
CCOC(=O)/C(=N/Nc1cccc(C(F)(F)F)c1)c1csc(N)n1
    nt | -4.4 | 8.9

(listing goes on)
Every second line gives: mcGAS lum | hcGAS lum | NPYLR7 agonist
COc1ccccc1OCC(=O)OCc1cc(-c2ccccc2)on1
    nt | -2.2 | 0.3
Cc1ccc(S(=O)(=O)N(C)c2c(C)ccc(S(=O)(=O)N(C)CCCC(=O)O)c2C)cc1
    -4.6 | -7.7 | 11.0
CN(CCc1cn[nH]c1)c1cc(C(F)(F)F)nc(N2CCCC2)n1
    -8.5 | -4.9 | 1.7
CCn1c(CC2CCN(c3ccnc4ccccc34)CC2)nn(C)c1=O
    nt | -6.2 | 7.9
Cc1ccc(-n2nnc3c(N4CCN(C(=O)CC(C)C)CC4)ncnc32)cc1
    -9.3 | -2.9 | -1.0
CCc1ccc(CN2CCN(CCc3ccccc3)C(CCO)C2)o1 (stereo not drawn)
    -11.4 | -5.8 | 8.6
COc1ccc(-c2nnc(C[C@@H]3C[C@@H](C(C)C)[C@H](CNc4ccccn4)C=C3C)o2)cc1
    -4.3 | -3.8 | -10.1
CC(C)=CC(=O)NCc1ccc(-c2ncc(-c3ccc(F)cc3)[nH]2)cc1
    -6.7 | -6.2 | 0.6
O=C(Nc1ccc(N2CCCC2)cc1)c1ccc[nH]c1=O
    -11.7 | -13.5 | 1.0
CCOC(=O)CNC(=O)N1CCCC(Nc2cccc(F)c2)C1 (stereo not drawn)
    nt | -5.6 | 5.2
O=C(CN1CN(c2ccccc2)C2(CCN(C(=O)c3cc(Cl)cc(Cl)c3)CC2)C1=O)NCc1cccc(C(F)(F)F)c1
    -1.3 | -4.8 | 16.5
CC1(C)CC(=O)C2C(=Nc3ccccc3NC2/C=C/c2ccccc2)C1 (stereo not drawn)
    -8.0 | -2.2 | 5.2
CC(C(N)=O)N1CCN(c2cc(C(F)(F)F)nc3ncnn23)CC1 (stereo not drawn)
    nt | -4.3 | 4.5
CN(C)c1cccc(-c2nccc3[nH]nc(-c4ccccc4)c23)c1
    -1.4 | -2.1 | -0.7
CN(C(=O)c1ccccc1N1CCC(NC(=S)Nc2ccc(F)cc2)CC1)C1CCCCC1
    -4.2 | -4.5 | -0.6

The results go on:
Every second line gives: mcGAS lum | hcGAS lum | NPYLR7 agonist
COc1ccccc1C(=O)Nc1sc2c(c1C(N)=O)CCCC2
    -6.5 | -10.4 | 2.0
CC1CCCCC1NC(=O)CN(Cc1cccs1)C1CC1 (stereo not drawn)
    nt | -2.4 | 4.2
CN(CCS(=O)(=O)N1CCCC1)S(=O)(=O)c1cccs1
    nt | -10.2 | 5.6
COc1ccc(CCN(C)C(=O)c2c(-c3c(Cl)cccc3Cl)noc2C)cc1OC
    -3.1 | -4.8 | -1.4
O=C(NCC(=O)N1CCC(C(=O)c2ccccc2)CC1)c1ccccc1F
    -6.9 | -3.0 | 9.4
Cc1cc2nc(CNC(=O)[C@H](N)CC(C)C)[nH]c2cc1C
    -13.4 | -5.1 | 1.7
CCCCCCc1ccc(C(=O)N2CCc3nc(C)nc(N4CCCC4)c3C2)cc1
    -5.5 | -7.8 | -3.8
COc1ccc(NC(=O)C(C)N2CCC(C(=O)N3CCCC3)CC2)cc1Cl (stereo not drawn)
    -5.3 | -2.1 | 3.0
O=C(c1cn(CCc2ccccc2)nn1)N1CCc2ccccc2C1
    nt | -12.0 | 5.6
CCc1cccc2c(C(CC(=O)NCc3ccc(F)cc3)c3cccc(F)c3)c[nH]c12 (stereo not drawn)
    -2.6 | -6.0 | nt
Cc1ccc2nc(C)c(NC(=O)c3sc(C)nc3C)c(=O)n2c1
    nt | -15.0 | 0.8
COc1ccc(OC)c(C(C2Sc3nc(C)nn3C2=O)N2CCN(C(C)=O)CC2)c1 (stereo not drawn)
    -9.9 | -5.4 | -1.3
CC(C)CC(NC(=O)c1cnccn1)c1nnc2n1CCNCC2 (stereo not drawn)
    nt | -1.9 | 6.8
CCc1nc(N2CCCCC2)c2c(C)c(C)sc2n1
    -4.5 | -4.0 | -2.0
CNC(C)(C)C(=O)NCC1CCN(Cc2cc3ccccc3o2)C1 (stereo not drawn)
    nt | -6.0 | -1.3

Later entries.
Every second line gives: mcGAS lum | hcGAS lum | NPYLR7 agonist
COc1cccc(COc2coc(C(=O)NCc3cccnc3)cc2=O)c1
    nt | -10.3 | 2.1
Cc1cccc(-n2cc(CN3C[C@H]4C[C@H](O)[C@H](O)C[C@H]4C3)cn2)c1
    nt | -4.0 | -1.6
COc1cccc(CCNC(=O)c2c(C)oc(C)c2-c2ccc(Cl)cc2)c1
    -4.9 | -3.3 | 0.5
C=CCN1C(=O)NC(c2cccc(OCc3ccccc3)c2)C2=C1CN(C1CCCCC1)C2=O (stereo not drawn)
    -4.9 | 4.3 | 3.4
O=C1c2ccccc2C(=O)N1CN(C(=O)c1ccc([N+](=O)[O-])cc1)c1ccc(F)cc1
    -5.7 | -4.5 | -1.4
COc1cccc(C(=O)N2CCN(c3nc(-c4cccc(F)c4)nc(C)c3C)CC2)c1
    -4.1 | -0.3 | 5.1
O=C1NC2(CCN(Cc3ccccn3)CC2)Nc2cccc(F)c21
    -4.4 | -8.5 | 1.8
CC(C)Cc1cnc2c(c1SCC(=O)Nc1ccc(C(F)(F)F)cc1)c(=O)n(C)c(=O)n2C
    -11.6 | -14.1 | 6.5
Cc1cc(=O)c(C(=O)N(C)CC(=O)Nc2cccc(F)c2)nn1-c1ccccc1
    nt | -2.3 | 0.3
Cc1ccccc1Cn1cnc2c(cnn2CCNC(=O)c2ccc(C(C)(C)C)cc2)c1=O
    -9.4 | -6.0 | -2.3
Cc1oc(-c2cccs2)nc1CN1CCCC(Nc2ccc3c(c2)OCCO3)C1 (stereo not drawn)
    -7.8 | -5.4 | 5.5
CC(NCC1CCCOC1)c1ccccc1Cl (stereo not drawn)
    nt | -3.9 | 4.0
COC(=O)CSc1ccc2nnc(-c3ccccn3)n2n1
    -6.4 | -11.9 | -1.0
Cc1ccc(-n2cc(-c3ccccc3)c3c(NCCCO)ncnc32)cc1
    -6.6 | -2.2 | -3.9
Cc1cccc(C(=O)NCCN2CCn3cc(OCc4ccc(F)cc4)c(=O)cc3C2=O)c1
    nt | -11.5 | 7.5

The list continues:
Every second line gives: mcGAS lum | hcGAS lum | NPYLR7 agonist
Cc1cccc2c(C3CCN(C(=O)c4c(F)c(F)cc(F)c4F)CC3)c[nH]c12
    -7.3 | -6.9 | 2.7
Cn1c(-c2ccccc2)cc2c(Nc3ccc(C#N)cc3)nccc21
    -10.1 | -5.4 | -4.1
CC(C)N1CCC(CC(=O)N2CCN(c3cc(=O)[nH]c(N)n3)CC2)CC1
    -5.1 | -8.4 | nt
C=CCNC(=O)CNC(C)(C)c1ccc2c(c1)OCO2
    nt | -7.8 | 5.1
N#CSc1ccc(NS(=O)(=O)c2ccc3c(c2)OCCO3)c(F)c1
    nt | 5.4 | 6.9
CCOC(=O)C1=C(C)NC(C)=C(C(=O)OCC)C1C(=O)OCC(=O)N1CCOCC1
    -7.4 | -6.7 | 1.5
CCOc1ccc(CN2CCCn3cccc3C2c2ccc([N+](=O)[O-])cc2)cc1 (stereo not drawn)
    -4.6 | -3.6 | 18.5

Profiles, quoted from the list. Values in the order: mcGAS lum	hcGAS lum	NPYLR7 agonist
C=CCNC(=O)CNC(C)(C)c1ccc2c(c1)OCO2 as listed: nt	-7.8	5.1
N#CSc1ccc(NS(=O)(=O)c2ccc3c(c2)OCCO3)c(F)c1 as listed: nt	5.4	6.9
CCOc1ccc(CN2CCCn3cccc3C2c2ccc([N+](=O)[O-])cc2)cc1 (stereo not drawn) as listed: -4.6	-3.6	18.5
Cn1c(-c2ccccc2)cc2c(Nc3ccc(C#N)cc3)nccc21 as listed: -10.1	-5.4	-4.1
CCOC(=O)C1=C(C)NC(C)=C(C(=O)OCC)C1C(=O)OCC(=O)N1CCOCC1 as listed: -7.4	-6.7	1.5
